# SENP8 block-1 = SENP8 protease inhibitors, primary screen, biochemical, luminescence. inhibition, % at 10 µM. actives 1.2% (n = 330,000). AID 2540, 2010. purified SENP8, Z-RLRGG-aminoluciferin cleavage. Sentrin-specific protease 8 (Homo sapiens), Q96LD8; in the data active = inhibition above about 50%
# Target sequence (Q96LD8 whole entry, looked up): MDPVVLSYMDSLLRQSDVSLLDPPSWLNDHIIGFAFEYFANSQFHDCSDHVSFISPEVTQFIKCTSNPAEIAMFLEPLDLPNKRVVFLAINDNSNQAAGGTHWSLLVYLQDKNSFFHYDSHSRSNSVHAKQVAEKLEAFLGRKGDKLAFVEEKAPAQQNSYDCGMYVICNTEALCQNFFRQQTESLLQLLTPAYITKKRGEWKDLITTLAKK
# SENP1 FRET inh = human SENP1 catalytic domain inhibitors, primary screen, biochemical, FRET, uHTS | Sentrin-specific protease 1 (Homo sapiens), Q9P0U3 | actives 0.21% (n = 360,000) | recombinant SENP1 catalytic domain, CyPet-SUMO1-YPet FRET cleavage | inhibition, % at 10 µM;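 active = inhibition at least 30% at 10 µM, raw YFP signal under a set limit, fluorescence ratio 0.5 to 1.5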;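 also: 0% = enzyme with DMSO and 100% = no enzyme wells; some results filed as inactive read as strong as hits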
# Target sequence (Q9P0U3 419-644 limits assumed): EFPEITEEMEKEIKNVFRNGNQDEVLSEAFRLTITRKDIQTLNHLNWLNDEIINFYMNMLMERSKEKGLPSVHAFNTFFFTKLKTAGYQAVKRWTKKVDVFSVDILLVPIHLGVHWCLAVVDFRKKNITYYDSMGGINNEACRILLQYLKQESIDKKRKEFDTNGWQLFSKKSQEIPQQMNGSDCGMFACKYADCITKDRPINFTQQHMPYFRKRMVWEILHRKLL
#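 Assay system: hSENP1 catalytic domain, recombinant. Amount: SENP1 enzyme, 20 pM final. Schedule: 50 min reaction, RT, dark. Technique: FRET, CFP and YFP emission. Control set: no-enzyme wells low, DMSO-plus-enzyme wells high control.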
# SENP8 block-2 = human SENP8 protease inhibitors, primary screen, biochemical, fluorescence, Nedd8 protein substrate, uHTS; AID 602440, 2012; recombinant SENP8; Sentrin-specific protease 8 (Homo sapiens), Q96LD8; actives 0.64% (n = 360,000); inhibition, % at 20 µM; in the data active = inhibition mostly above about 40%, no sharp cut-off; inactive = mostly below about 27%
# UBC13 polyUb = UBC13 polyubiquitin chain formation inhibitors, primary screen, biochemical, TR-FRET, uHTS | Ubiquitin-conjugating enzyme E2 N (Homo sapiens), P61088 | inhibition, % at 20 µM | actives 0.47% (n = 330,000) | AID 485273, 2010; in the data active = inhibition above about 45%, passing the limit was not always enough
# Target sequence (P61088 whole entry, looked up): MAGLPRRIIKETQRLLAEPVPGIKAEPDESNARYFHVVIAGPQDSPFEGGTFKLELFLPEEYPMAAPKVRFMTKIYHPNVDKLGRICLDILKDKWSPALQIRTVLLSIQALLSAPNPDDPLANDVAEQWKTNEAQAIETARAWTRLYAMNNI
# PfGluPho inh = PfG6PD enzyme inhibitors, primary screen, biochemical, fluorescence intensity, uHTS; glucose-6-phosphate dehydrogenase-6-phosphogluconolactonase (Plasmodium falciparum 3D7); PfGluPho enzyme, NADPH resazurin-diaphorase fluorescence; inhibition, % at 20 µM; actives 0.78% (n = 350,000); AID 504690, 2011;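 active = inhibition reaching at least a set limit at 20 µM in the primary screen, cut at about 59% in these data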;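 also: 0% = DMSO wells with substrate and 100% = DMSO wells lacking glucose-6-phosphate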
# SENP7 block = SENP7 protease inhibitors, primary screen, biochemical, luminescence, uHTS. Sentrin-specific protease 7 (Homo sapiens), Q9BQF6. recombinant SENP7, Z-RLRGG-aminoluciferin luminescence, 40 min. inhibition, % at 5 µM. actives 1.5% (n = 330,000). AID 434973, 2010;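 active = inhibition above about 50% at the single test dose, limit read from the data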;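 also: plate controls were DMSO with enzyme for no effect and no enzyme buffer wells for full effect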
# Target sequence (Q9BQF6 706-1050 limits assumed): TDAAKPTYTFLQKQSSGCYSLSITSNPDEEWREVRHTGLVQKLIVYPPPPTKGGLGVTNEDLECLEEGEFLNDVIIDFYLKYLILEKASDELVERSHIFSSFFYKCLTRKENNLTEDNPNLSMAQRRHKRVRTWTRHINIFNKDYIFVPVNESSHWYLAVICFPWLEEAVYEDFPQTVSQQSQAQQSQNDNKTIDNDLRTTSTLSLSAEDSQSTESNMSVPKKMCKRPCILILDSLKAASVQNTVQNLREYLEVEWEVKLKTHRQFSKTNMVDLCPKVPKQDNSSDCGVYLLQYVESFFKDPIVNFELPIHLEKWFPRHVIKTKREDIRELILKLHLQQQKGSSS
# HKDC1 inh = HKDC1 hexokinase inhibitors, primary screen, biochemical, fluorescence, uHTS | inhibition, % at 20 µM | recombinant HKDC1, G6PDH/diaphorase resazurin coupled fluorescence | actives 0.16% (n = 340,000) | Q2TB90 | AID 493160, 2011;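 active = inhibition above about 35% when tested at 20 µM, limit read from the data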;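 also: plate controls were DMSO wells with enzyme for no effect and DMSO wells lacking enzyme for full effect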
#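 Incubation: 90 min at room temperature in dark / Material: recombinant HKDC1 (HK5) hexokinase enzyme, produced in-house / Quantity: enzyme 5 µg/mL final / Compound: one dose of 20 µM, 1% DMSO / Reagent: glucose and ATP substrates / Buffer or medium: Tris pH 8.0 buffer with MgCl2, Tween-20, BSA, BME / Technique: resorufin fluorescence at 613 nm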
# MIN6 prolif = inducers of MIN6 beta-cell proliferation, primary screen, ATP luminescence, uHTS. MIN6 cells proliferation, ATPlite luminescence, 48 h; cells starved in 0.2% serum; 100% = growth in 10% serum. actives 0.29% (n = 330,000). proliferation, % at 10 µM;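 active = compounds whose signal lies at least 3.5 SD above the mean of all wells on their plate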;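 also: 0% = DMSO-treated cells in low-serum medium and 100% = 10% serum control; some compounds called inactive have numbers as strong as hits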
# SENP6 block = SENP6 protease inhibitors, primary screen, biochemical, luminescence, uHTS | Sentrin-specific protease 6 (Homo sapiens), Q9GZR1 | Recombinant SENP6 catalytic domain, aminoluciferin luminescence | inhibition, % at 10 µM | actives 1.8% (n = 330,000) | AID 2599, 2010;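 active = inhibition above about 50% at the single tested dose, limit read from the data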;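 also: plate controls were DMSO wells with enzyme for no effect and DMSO wells lacking enzyme for full effect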
# * = called active by the depositor; i = inactive.
SMILES,SENP8 block-1,SENP1 FRET inh,SENP8 block-2,UBC13 polyUb,PfGluPho inh,SENP7 block,HKDC1 inh,MIN6 prolif,SENP6 block
O=C(c1ccc(S(=O)(=O)Nc2ccc(F)cc2)cc1)N1CCN(C(=O)c2ccco2)CC1,-2.0,0.4,0.7,-0.5,-8.0,3.3,-1.1,0.0,-1.9
Cc1ccccc1C(=O)Nc1ccccc1Sc1ccccc1,-0.6,0.7,19.1,0.1,5.6,8.6,8.7,-0.2,-4.5
CN(C)c1ccsc1C(=O)NNS(=O)(=O)c1ccc(Cl)cc1,-0.8,2.0,13.8,-6.4,9.3,4.7,-0.6,2.0,-24.0
COc1ccc(CCN2CCCC(CN(C)C(=O)c3cc(C)oc3C)C2)cc1 (stereo not drawn),-3.3,-5.8,-2.6,7.2,27.9,2.9,-13.7,1.8,4.6
CC(C)(C)c1ccc(C(=O)NCC(=O)OCC(=O)Nc2ccccc2[N+](=O)[O-])cc1,5.9,0.6,8.2,-2.3,7.5,-4.7,2.3,1.1,1.2
COc1cc(/C=C(\C#N)C(=O)NCC2CCCO2)ccc1OCC(N)=O (stereo not drawn),-6.0,-7.9,-11.1,-19.8,-4.3,7.1,-1.7,7.3,3.3
COc1ccc(/C=C/C(=O)N(CC(C)C)C2CCS(=O)(=O)C2)cc1 (stereo not drawn),-9.8,1.2,2.8,-9.3,1.9,-7.6,-4.4,-2.5,-10.4
Nc1nc(SCC(=O)Nc2ccc(C(F)(F)F)cc2)[nH]c(=O)c1NC(=O)c1ccc(F)c(F)c1,-1.5,2.1,3.3,-8.4,-18.5,3.8,-4.3,2.5,4.8
CS(=O)(=O)N1Cc2ccccc2CC1C(=O)OCC(=O)Nc1ccc2ccccc2c1 (stereo not drawn),2.2,-1.5,25.0,-4.5,7.3,1.3,-0.6,-1.6,-5.4
CCc1cccc(C)c1NC(=S)N1CCCCC1c1cccnc1 (stereo not drawn),-9.4,1.2,11.9,-13.9,-15.6,-4.6,-1.5,-1.5,2.6
COc1cccc(C2C(C#N)=C(N)N(c3ncn[nH]3)C3=C2C(=O)CCC3)c1 (stereo not drawn),-11.4,-1.3,4.4,-8.9,-9.9,-2.3,-1.4,0.0,-6.1
Nc1nc(SCC(=O)N2CCCc3ccccc32)[nH]c(=O)c1-c1ccccc1,9.7,-12.4,10.1,1.4,-2.7,-5.5,-3.9,-3.3,-2.3
O=C(COC(=O)/C=C/c1ccco1)Nc1cc(S(=O)(=O)N2CCOCC2)ccc1Cl,-3.8,-0.8,10.0,-8.2,-1.1,-0.2,1.3,-2.6,-6.6
CCn1ncc(Br)c1C(=O)Nc1sc2c(c1C(=O)OC)CCC2,-6.1,-7.8,-20.5,8.2,1.6,0.7,-3.2,0.1,-40.0
CN(CC(=O)Nc1ccc(F)cc1)CC(=O)N1CCCCC1,3.2,-0.2,5.0,-0.6,-6.6,4.6,-2.4,-2.2,2.3
c1ccc(CSc2ncnc3c2sc2nc(N4CCOCC4)c4c(c23)CCCC4)cc1,-4.3,-2.5,i,-5.3,-10.3,-2.8,-3.5,0.7,-0.7
O=C(O)CNS(=O)(=O)/C=C/c1ccccc1,1.4,1.4,10.7,3.1,0.7,4.8,-9.7,-1.6,-6.0
Cc1csc(SCc2ccc(C(=O)O)cc2)n1,3.6,1.4,1.6,4.0,-1.3,15.6,-1.1,1.0,35.9
Cc1nc(NCC2CC2)c2nnn(Cc3ccccc3)c2n1,-12.9,-0.8,19.1,-3.0,6.5,-6.7,-1.7,-0.6,-27.3
CCOc1ccccc1Nc1nc2ccccc2[nH]1,-11.4,1.2,19.3,7.2,-3.7,3.0,-1.6,-1.9,-13.3
NC(=O)COC(=O)/C=C/c1ccc(S(=O)(=O)N2CCCCCC2)cc1,-1.3,0.5,20.7,-2.4,-2.3,2.8,-3.7,4.4,-6.0
N#Cc1ccc(OCc2ccc(C(=O)O)o2)cc1,12.4,1.2,6.2,2.1,1.3,16.6,-2.7,0.6,23.7
O=C1CCC[C@@H]2[C@H]3CCC[N+]4([O-])CCC[C@@H](CN12)[C@@H]34 (stereo partly drawn),-10.5,1.9,16.9,-1.5,9.3,-6.6,3.2,-0.1,-45.2
CCCCc1nc2cc(C(=O)N3CCCC3)ccc2o1,-2.2,0.9,5.7,0.8,5.2,5.6,-2.0,0.7,5.0
COCCSc1ccccc1C(=O)Nc1nnc(C)s1,-4.1,0.8,-3.4,-4.7,2.5,9.7,3.8,-3.9,-1.6
COc1ccc(N2CC(C(=O)N[C@H](C(=O)NC3CCCCC3)C(C)C)CC2=O)cc1 (stereo partly drawn),6.4,2.3,14.1,-5.3,0.4,0.3,3.3,5.6,9.2
Cc1cc(C)nc(N2CCN(c3nnnn3-c3ccccc3)CC2)n1,-0.2,1.5,10.9,2.3,-1.2,1.4,2.9,0.0,-12.0
CN(C)C(=O)N1CCCC(C(=O)NCCc2ccccc2)C1 (stereo not drawn),-1.1,1.0,15.1,3.5,-3.1,-0.8,-8.5,-3.0,-6.5
COc1ccc(S(=O)(=O)N2CCC(C(=O)N[C@H](C(=O)NCc3ccco3)C(C)C)CC2)cc1,-9.1,0.1,13.0,-7.7,-4.8,-8.2,-4.5,-3.9,2.8
O=C(CSCc1ccc(Cl)cc1)NN=C1CCCCCC1,-12.4,1.7,15.2,1.7,-4.0,-7.4,-5.6,-3.7,-6.3

# Exported with two lines to a compound: part of the list above
# Below each compound: SENP8 block-1	SENP1 FRET inh	SENP8 block-2	UBC13 polyUb	PfGluPho inh	SENP7 block	HKDC1 inh	MIN6 prolif	SENP6 block
> COc1ccc(N2CC(C(=O)N[C@H](C(=O)NC3CCCCC3)C(C)C)CC2=O)cc1 (stereo partly drawn)
  6.4	2.3	14.1	-5.3	0.4	0.3	3.3	5.6	9.2
> Cc1cc(C)nc(N2CCN(c3nnnn3-c3ccccc3)CC2)n1
  -0.2	1.5	10.9	2.3	-1.2	1.4	2.9	0.0	-12.0
> CN(C)C(=O)N1CCCC(C(=O)NCCc2ccccc2)C1 (stereo not drawn)
  -1.1	1.0	15.1	3.5	-3.1	-0.8	-8.5	-3.0	-6.5
> COc1ccc(S(=O)(=O)N2CCC(C(=O)N[C@H](C(=O)NCc3ccco3)C(C)C)CC2)cc1
  -9.1	0.1	13.0	-7.7	-4.8	-8.2	-4.5	-3.9	2.8

# Further records.
SMILES,SENP8 block-1,SENP1 FRET inh,SENP8 block-2,UBC13 polyUb,PfGluPho inh,SENP7 block,HKDC1 inh,MIN6 prolif,SENP6 block
O=C(O)C1CCC(CNS(=O)(=O)c2ccccc2)CC1 (stereo not drawn),4.3,1.9,7.2,5.4,-6.8,10.1,-2.9,-2.0,-25.9
Cn1nc(C(=O)Nc2sccc2C(N)=O)ccc1=O,-13.4,0.8,18.6,-10.5,14.3,-3.3,2.4,-4.6,-34.9
CCN1CCN(C(=O)c2ccc(Sc3ccccc3Cl)c([N+](=O)[O-])c2)CC1,2.5,-0.3,18.6,14.4,21.0,-0.1,-4.6,-2.1,-8.1
COc1ccc(C(=O)N/C(=C/c2cccnc2)C(=O)Nc2cccc(C(C)=O)c2)cc1OC,2.3,-0.3,3.3,-1.7,3.1,8.4,-3.6,0.0,0.7
O=C(c1ccc(S(=O)(=O)Nc2ccccc2)cc1)N1CCCC(C(F)(F)F)C1 (stereo not drawn),13.5,1.1,2.7,-7.2,-11.2,-3.4,1.6,-1.9,-10.3
CCN(CC(=O)Nc1cc(Cl)ccc1OC)CC(=O)NC1CCS(=O)(=O)C1 (stereo not drawn),3.9,0.2,8.2,10.1,-1.3,9.6,-1.7,-0.4,1.4
Cc1onc(-c2ccccc2)c1C(=O)N1CCC(C)CC1,-0.8,3.3,20.9,-3.9,-25.5,3.2,3.6,-0.3,5.8
CCCCn1c(N)c(N(CCOC)C(=O)c2cc(CC)c(C)s2)c(=O)[nH]c1=O,-9.6,-9.2,-100.6,-3.6,2.2,14.7,0.1,3.8,-11.1
Cc1cc2oc(=O)cc(CSc3nnc(-c4cccs4)o3)c2cc1C(C)C,-4.1,-8.5,-155.3,2.8,6.9,2.3,4.3,-1.0,-10.0
Cc1cc(-c2n[nH]c(=S)n2/N=C/C=C/c2ccco2)n[nH]1,2.6,0.1,20.9,8.6,29.1,3.3,-12.8,0.0,-4.2
CC(C)NC(=S)N1CCN(c2ncccn2)CC1,0.0,-2.1,-1.3,4.1,0.7,7.6,11.3,0.0,-2.6
O=C(NNC(=O)C1CCN(Cc2ccccc2)CC1)c1cccs1,-0.7,0.2,5.6,0.7,6.1,0.9,14.0,0.7,0.1
c1ccc(-c2nnc(SCc3nc4ccccc4[nH]3)n2Cc2ccco2)cc1,-3.7,-23.5,-52.2,-2.8,23.2,6.9,0.6,-4.2,0.4
Cc1oc(-c2ccc(Cl)cc2)nc1CN1CCCC(C(=O)N2CCN(C(=O)c3ccco3)CC2)C1 (stereo not drawn),-15.3,-1.6,12.4,2.5,-9.9,-10.8,-2.9,-3.2,5.7
Cc1ccc2cccc(OCC(=O)N3CC(C)CC(C)C3)c2n1 (stereo not drawn),0.4,0.2,-55.5,-2.8,4.2,12.6,-4.3,-0.3,12.5
Cc1ccc(CNC(=O)CCc2ccc(S(=O)(=O)NCC(C)C)cc2)cc1,-9.5,0.0,13.6,-7.0,-9.0,-1.3,10.1,-0.7,1.9
C#CCOc1nc2c(c(=O)n(C)c(=O)n2C)n1Cc1ccccc1,-8.1,-2.9,2.1,4.4,19.3,-7.3,-8.3,3.3,-18.0
CC1CCCCN1C(=O)COC(=O)/C=C/c1ccc2ccccc2n1 (stereo not drawn),-15.5,-1.0,2.5,-10.6,-2.8,-13.5,-6.6,4.8,-30.1
CC(OC(=O)c1cccc(N2C(=O)c3ccccc3C2=O)c1)C(=O)Nc1ccc(N(C)C)cc1 (stereo not drawn),-5.8,1.4,16.0,-23.1,-15.8,0.1,13.9,-3.5,1.4
CCc1ccc(-c2ccc(SCC(=O)NCC3CCCO3)nn2)cc1 (stereo not drawn),-6.3,1.6,6.9,15.8,9.4,7.7,5.7,-3.9,-4.7
Cc1cc(C)cc(NC(=O)CCN2C(=O)c3ccccc3C2=O)c1,-7.4,4.9,8.2,-6.6,-2.9,-10.2,-11.0,-2.0,-27.6
O=C(Oc1ccccc1F)c1ccc2c(=O)n3c(nc2c1)CCC3,2.2,-9.2,-48.5,4.1,1.8,-2.1,1.6,-3.3,-18.1
O=C(Oc1cccc2cccnc12)c1ccco1,7.9,2.5,15.1,6.9,-3.3,9.4,0.0,-1.7,-12.3
O=C(Nc1cc(S(=O)(=O)N2CCCCC2)ccc1N1CCOCC1)c1ccc(F)cc1,2.6,1.0,-1.6,2.3,-10.0,8.5,1.4,0.0,4.0

# High-throughput results (PubChem)
